EPAC1 antag – blocks human EPAC1 exchange factor; EPAC1 GEF assay, Rap1b-BODIPY-GDP exchange fluorescence; Potency, µM (highest dose often 115 µM), for inactives: at the top dose activity change, negative = inhibition, actives largely listed as inhibitors; hit rate 0.14% among 360,000; O95398;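 also: plate controls were vehicle for no effect and positive control for full effect; nearly all actives have a fitted effect of over 50% in size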
EPAC1 agonist – EPAC1 (human) agonism. O95398. EPAC1 agonist qHTS, biochemical assay; response scale: 100% = response to 6.5 mM cAMP. Potency, µM (highest dose often 154 µM), for inactives: at the top dose activation, hits mostly activators. hit rate 0.073% among 360,000. AID 720707; also: nearly all actives have a fitted effect of over 60% in size
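EPAC1 100 nM, Rap1B–BODIPY-GDP 250 nM, unlabeled GDP 50 uM; compound titration; 5 min RT; kinetic read ex480/em540 at 5-min intervals ×30 min; data normalized to 6.5 mM cAMP agonist control.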
TDP43 rescue – rescues yeast growth from TDP-43 toxicity; TDP-43 expressing yeast growth rescue, BacTiter-Glo, 24 h; Potency, µM (series often up to 46.1 µM), inactives show at the highest dose growth rescue (activation), usual class: activators; hit rate 1.8% among 410,000; also: % of control where 0% means no effect; nearly all actives have a fitted effect of over 50% in size
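Yeast cells expressing TDP-43 under galactose induction are exposed to compounds for 24 hr at 30 deg C. BacTiter-Glo luminescence measures growth, so protective compounds score as activators.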
PTHR1 agonist – PTHR1 (human) receptor agonism; Q03431; HEK293 GP2 PTHR1 cells, GloSensor cAMP luminescence, 1 h; Potency, µM (top dose mostly 115 µM), for the others: at the highest dose activation, usual class: activators; hit rate 0.075% among 410,000; also: nearly all actives have a fitted effect of over 55% in size; some results filed as inactive show a strong effect at the top dose; inactives centre near -15; many of its hits are not listed in these tables
Target sequence (Q03431 whole entry, looked up): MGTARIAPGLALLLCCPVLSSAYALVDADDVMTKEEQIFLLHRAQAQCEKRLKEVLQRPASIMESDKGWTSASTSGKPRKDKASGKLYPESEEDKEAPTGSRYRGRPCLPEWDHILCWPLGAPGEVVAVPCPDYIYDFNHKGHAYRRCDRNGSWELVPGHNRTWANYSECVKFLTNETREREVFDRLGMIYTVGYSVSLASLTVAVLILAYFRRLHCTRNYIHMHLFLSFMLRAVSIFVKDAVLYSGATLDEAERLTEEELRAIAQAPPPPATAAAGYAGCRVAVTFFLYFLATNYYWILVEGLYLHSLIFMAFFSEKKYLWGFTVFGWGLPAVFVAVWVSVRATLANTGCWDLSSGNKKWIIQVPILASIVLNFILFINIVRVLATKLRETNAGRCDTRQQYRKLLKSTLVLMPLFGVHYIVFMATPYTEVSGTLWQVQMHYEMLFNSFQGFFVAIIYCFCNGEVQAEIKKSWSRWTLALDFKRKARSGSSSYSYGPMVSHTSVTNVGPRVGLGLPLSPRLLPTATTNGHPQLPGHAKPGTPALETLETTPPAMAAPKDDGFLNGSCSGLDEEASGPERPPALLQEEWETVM
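HEK-293-derived GP2 cells expressing PTHR1 and a GloSensor cAMP reporter, 3,000/well, plated overnight, given luciferin plus IBMX (each 0.5 mM as added) for 1 h at 37 °C, then compound for 1 h at 37 °C. Luminescence was read after 15 min at room temperature.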
aSyn rescue – rescues yeast growth from alpha-synuclein toxicity; Yeast expressing alpha-synuclein, growth rescue, BacTiter-Glo, 24 h; Potency, µM (highest dose often 46.1 µM), for inactives: at the top dose growth rescue (activation), hits mostly activators; hit rate 0.14% among 370,000; AID 652106; also: % of control where 0% means no effect; nearly all actives have a fitted effect of over 65% in size
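Readout is rescue of growth in alpha-synuclein-expressing yeast, so inhibitors of toxicity appear as activators. Growth after 24 hr at 30 deg C in galactose medium is quantified by luminescence.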
EPAC2 antagonist – antagonists of human EPAC2; Potency, µM (highest dose often 114 µM), for the others: at the top dose activity, negative = inhibition, most hits filed as inhibitors; hit rate 0.18% among 360,000; EPAC2 GEF exchange of Rap1B-BODIPY-GDP, fluorescence; Q8WZA2; AID 720708; also: % is scaled to controls: 0 for no effect and ±100 for the full control effect; nearly all actives have a fitted effect of over 45% in size; many of its hits are not listed in these tables
FUS yeast rescue – FUS proteinopathy suppression in yeast. S. cerevisiae FUS-expressing, growth rescue, OD600, 24 h. Potency, µM (series often up to 76.6 µM), for the others: top-dose growth rescue (activation), actives largely listed as activators. hit rate 0.24% among 390,000. AID 1347120;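 also: plate controls were DMSO vehicle for no effect and reference control for full effect; nearly all actives have a fitted effect of over 55% in size; some results filed as inactive show a strong effect at the top dose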
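Steps: raffinose overnight preculture; dilution to OD 0.005 in 2% galactose minimal medium; compound addition (concentration series); 24hr at 30C, 99% humidity; absorbance read at 600 nm.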
EPAC2 agonist – activates human EPAC2 exchange factor; Q8WZA2; EPAC2 activation, biochemical qHTS; response scale: 100% = 6.5 mM cAMP response; Potency, µM (titrated, usually from 154 µM), without a hit: at the highest dose activation, hits mostly activators; hit rate 0.079% among 360,000; also: nearly all actives have a fitted effect of over 50% in size
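qHTS, titration series. 100 nM EPAC2 / 250 nM Rap1B-BODIPY-GDP / 50 uM GDP; RT; ex 480/em 540 nm, 5-min reads to 30 min. Norm. to 6.5 mM cAMP = activation.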
* hit, by the source's call; i = inactive; ? = inconclusive; nt = not tested or not shown; & = joins results of further samples; [ ] = remark or other dose. Calls follow the shape of the dose curve; as a rule, active = well fitted curve in the direction sought with a large enough effect; inconclusive = small, poorly fitted or top-dose-only effect, or another doubt; inactive = no such curve, though single readings can be large; an effect the other way counts as inactive or inconclusive. Potency is read from the fitted curve at half-maximal effect. An excerpt; rates above refer to the full screens.

Short keys: A = EPAC1 antag; B = EPAC1 agonist; C = TDP43 rescue; D = PTHR1 agonist; E = aSyn rescue; F = EPAC2 antagonist; G = FUS yeast rescue; H = EPAC2 agonist
O=C(Nc1nnc(-c2ccc3c(c2)CCCC3)o1)c1ccccc1Cl
  A: -16%	B: 2%	C: 10µM*	D: -14%	E: ?	F: -16%	G: -11%	H: 13%

Cc1[nH]c(=O)[nH]c(=O)c1S(=O)(=O)N(C)Cc1ccccc1
  A: -4%	B: -5%	C: 1%	D: i	E: 3%	F: -2%	G: nt	H: 2%

C=CCNCC(=O)Nc1sc2c(c1C(=O)Nc1ccc(OC)cc1OC)CCC2
  A: 14%	B: 9%	C: 0%	D: i	E: -10%	F: 4%	G: 0%	H: 11%

COc1ccccc1Nc1nc2c(C)cccc2cc1C#N
  A: 6%	B: 4%	C: 16%	D: -32%	E: 10%	F: 7%	G: -4%	H: -29%

C=C(C)C(=O)N1CC2(CC(c3cccc(NC(=O)/C=C\C=C/C)c3)=NO2)C[C@H]1C(N)=O (some centres undefined)
  A: ?	B: 0%	C: 9%	D: i	E: -1%	F: 13%	G: 27%	H: 0%

Cc1ccc(NC(=O)NCC2CCN(Cc3cccc(Cl)c3)CC2)cc1Cl
  A: -8%	B: 7%	C: 0%&11%	D: -8%	E: -1%	F: 0%	G: 17%&7%	H: -1%

O=c1cc(CN2CCN(c3ccccc3O)CC2)nc2sccn12
  A: 5%	B: 6%	C: 9%	D: i	E: -5%	F: 3%	G: 14%	H: 1%

Fc1ccc(-c2nnn3c2nc(NCc2ccccc2)c2ccccc23)cc1
  A: 8%	B: 9%	C: -24%&7%	D: ?	E: -21%	F: 2%	G: 30%&-25%	H: 6%

CCOc1cc2[nH]c(=S)n(CCCN3CCCC3=O)c(=O)c2cc1OCC
  A: -3%	B: 3%	C: -13%	D: -11%[57.5 µM]	E: 1%	F: -2%	G: 12%	H: 5%

COc1ccc(C(CC(=O)O)NC(=O)c2ccccc2[N+](=O)[O-])cc1 (centres undefined)
  A: -3%	B: 2%	C: 2%	D: i	E: 2%	F: -4%	G: -8%	H: 5%

Cc1ccc(C(=O)Cn2c(C(=O)O)cc3ccccc32)cc1
  A: 0%	B: -2%	C: -20%[1.82 µM]	D: 28%	E: 8%	F: 20%	G: 32%	H: 9%

CCn1nnc(-c2ccccc2NS(=O)(=O)c2ccc(S(=O)(=O)N3CCCCCC3)cc2)n1
  A: 3%	B: 9%	C: -9%	D: -5%[57.5 µM]	E: 12%	F: -5%	G: 12%	H: 13%

O=C(NCc1ccccn1)[C@@H]1CCCN1C(=O)[C@@H]1CCCN1
  A: -10%	B: 9%	C: 4%	D: -25%	E: 0%	F: 10%	G: -8%	H: 6%

CC(C)(C)OC(=O)N1CCN(c2ccc(CNC(=O)c3ccc(Cl)cc3)cc2)CC1
  A: -17%	B: -20%	C: 9%	D: -30%[inhibitor]	E: nt	F: -17%	G: 20%	H: -7%

COC(=O)c1ccc(C(=S)N2CCOCC2)cc1
  A: 4%	B: -2%	C: 6%	D: -1%	E: 5%	F: 10%	G: nt	H: -2%

CCCOCC1CC2(CC(C)(c3csc(N)n3)OC2=O)C(=O)O1 (centres undefined)
  A: 4%	B: -5%	C: 7%	D: -17%[57.5 µM]	E: 0%	F: 2%	G: 18%	H: 6%

COc1ccc(C(=O)c2ccccc2)cc1
  A: 7%	B: 4%	C: 18%	D: i	E: 0%	F: -18%	G: 4%	H: 5%

OC(c1ccc2c(c1)OCO2)c1ncc(-c2ccc(Cl)cc2)[nH]1 (centres undefined)
  A: -15%	B: 16%	C: 10%	D: i	E: 10%	F: -5%	G: -3%	H: 12%

Cn1c(N)c(C(=O)NCc2ccccc2Cl)sc1=S
  A: 2%	B: 9%	C: 14%	D: 0%	E: 1%	F: 0%	G: 13%	H: 2%

COc1ccc([N+](=O)[O-])cc1NC(=O)C1CCCO1 (centres undefined)
  A: -20%	B: 4%	C: -2%	D: 8%	E: -1%	F: -6%	G: 3%	H: 2%

O=C(CCCN=C1NS(=O)(=O)c2ccccc21)OCC(=O)c1ccccc1
  A: 9%	B: -4%	C: -20%	D: -4%	E: 1%	F: -7%	G: 8%	H: 1%

Cc1ccc(NC(=O)[C@H](C)NC(=O)C2CCN(C(=O)[C@H](CC(C)C)NC(=O)OC(C)(C)C)CC2)cc1
  A: 24%	B: -3%	C: 2%	D: -8%	E: 5%	F: 9%	G: ?	H: 11%

CN1/C(=C/C(=O)C2CCC2)Sc2ccccc21
  A: 4%	B: 7%	C: ?	D: i	E: -13%	F: 3%	G: -19%	H: 4%

Cn1c2ccc(F)cc2c2ncn(Cc3ccco3)c(=O)c21
  A: 7%	B: 0%	C: 2%	D: -3%[57.5 µM]	E: -1%	F: 6%	G: 19%	H: 6%

CSc1nsc(NN)n1
  A: 5%	B: 10%	C: 19%	D: -37%[inhibitor]	E: 2%	F: -5%	G: -21%	H: -2%

O=C(c1cc2n(n1)C(C(F)(F)F)CC(c1ccc(F)cc1)N2)N1CCCC1 (centres undefined)
  A: 5%	B: -12%	C: -1%	D: -4%[57.5 µM]	E: 9%	F: -1%	G: 2%	H: -3%

COC(=O)C1=C(C)N(CCc2ccc(OC)c(OC)c2)C(=O)C1
  A: 17%	B: 4%	C: -18%	D: -12%[57.5 µM]	E: 3%	F: 10%	G: 41%	H: 2%

O=S(=O)(c1ccc(N2CCCCCC2)nc1)N1CCCC1
  A: 5%	B: -2%	C: 4%	D: i	E: 0%	F: 11%	G: 0%	H: 4%

O=C1OC(Nc2ccc(F)cc2F)c2ccccc21 (centres undefined)
  A: 4%	B: 4%	C: -4%	D: i	E: -5%	F: 1%	G: 2%	H: 1%

COc1cccc(NC(=O)CN2C(=O)NC(CCc3ccccc3)C2=O)c1 (centres undefined)
  A: 0%	B: 5%	C: 1%	D: -10%	E: -4%	F: 1%	G: -15%	H: 10%

CCOc1cc(CNCc2cccs2)cc(Br)c1OCC
  A: -10%	B: -1%	C: 4%	D: 9%[57.5 µM]	E: 2%	F: -2%	G: 19%	H: 7%

Cc1ccc(CN2CCNC(=O)C2CC(=O)NC2CCCCCC2)cc1 (centres undefined)
  A: -24%	B: -17%	C: -32%[inhibitor]	D: i	E: 1%	F: 5%	G: ?	H: 3%

COc1cc(OC)c(C(=O)NCc2ccc3c(c2)OCO3)cc1OC
  A: -20%	B: 4%	C: -1%	D: -11%	E: -4%	F: 0%	G: -1%	H: 3%

COc1ccc(-c2ccc(C(=O)NCC3CC3)c3occc23)c(C)c1
  A: -22%	B: 0%	C: 22µM*	D: i	E: -8%	F: ?	G: 33%	H: 7%

Cc1cc2nnc(SCC(=O)NCc3cccs3)n2c(N)n1
  A: 23%	B: -6%	C: -11%	D: ?	E: -3%	F: 10%	G: 18%	H: 10%

CCN(C[C@H]1N[C@@](C)(C(=O)OC)[C@H]2C(=O)N(C)C(=O)[C@@H]12)C(=O)Nc1ccc(OC)cc1
  A: -1%	B: 12%	C: 5%	D: i	E: 1%	F: -7%	G: -6%	H: 4%

COc1ccc(/C=C/C(=O)NC(=S)NNC(=O)[C@H]2C[C@@H]2c2ccccc2)cc1OC
  A: 12%	B: -12%	C: -8%	D: 0%	E: 2%	F: 0%	G: 28%	H: -15%

Cc1ccc2c(c1)cc(C(=O)N1CCN(c3ccccn3)CC1)n2C
  A: -9%	B: 4%	C: -16%	D: i	E: 5%	F: 1%	G: -14%	H: -3%

O=C(CSC1=NCCS1)NC(NC(=O)CSC1=NCCS1)c1ccccc1
  A: -3%	B: 3%	C: -9%	D: -6%	E: -5%	F: 5%	G: 5%	H: 9%

CC(OC(=O)c1cccc(S(=O)(=O)N2CCOCC2)c1)C(=O)NCC1CCCCC1 (centres undefined)
  A: -1%	B: -10%	C: 6%	D: i	E: 0%	F: 10%	G: -10%	H: 7%

Cc1cccc(Sc2c([N+](=O)[O-])ncn2C)n1
  A: -16%	B: 3%	C: 2%	D: i	E: 1%	F: 4%	G: -12%	H: 12%

CC(=O)c1cccc2c1OC(C)C(=O)N2Cc1ccc(Cl)cc1 (centres undefined)
  A: -4%	B: 7%	C: 24%	D: -3%	E: 5%	F: 0%	G: -3%	H: 10%

CN1Cc2c(N3CCOCC3)nc3sc(C(=O)c4ccc(Br)cc4)c(N)c3c2CC1(C)C
  A: -28%	B: 19%	C: 6%	D: i	E: 2%	F: -11%	G: -5%	H: 17%

CC(C)N(Cc1ccccc1)C(=O)COC(=O)c1ccc2c(c1)OCCO2
  A: 2%	B: 10%	C: 3%	D: i	E: 6%	F: -3%	G: 13%	H: 1%

O=S(=O)(c1ccc2nc(COc3ccc(Cl)cc3Cl)[nH]c2c1)N1CCOCC1
  A: -15%	B: 27%	C: 6%	D: -14%[57.5 µM]	E: -2%	F: -18%	G: ?	H: 23%

CCN(CC)S(=O)(=O)c1ccc(OC)c(NC(=O)c2cn(CC)c3nc(C)ccc3c2=O)c1
  A: -9%	B: 18%	C: ?	D: i	E: -1%	F: -2%	G: -24%	H: 6%

CCc1ccccc1NC(=O)c1cc(S(=O)(=O)N2CCc3ccccc32)cn1C
  A: 10%	B: -9%	C: 1%	D: -12%	E: 3%	F: 24%	G: -8%	H: 2%

CCSc1nc2c(c(=O)[nH]c(=O)n2C)n1C/C=C(/C)Cl
  A: -10%	B: 6%	C: 6%	D: i	E: 0%	F: -1%	G: -11%	H: 6%

CN(CC(=O)Nc1ccc(F)cc1)C(=O)c1ccc(OCc2ccccc2)cc1
  A: -11%	B: -2%	C: -6%	D: i	E: 0%	F: -10%	G: 26%	H: 0%

COc1ccc(NC(=O)C/C(C)=N/NC(=O)CCc2ccccc2)c(OC)c1
  A: -21%	B: 8%	C: 26%	D: -25%	E: ?	F: -26%	G: -14%	H: 1%

Exported with two lines to a compound: entries from further up
Each structure is followed by: EPAC1 antag	EPAC1 agonist	TDP43 rescue	PTHR1 agonist	aSyn rescue	EPAC2 antagonist	FUS yeast rescue	EPAC2 agonist
> Cc1ccc(CN2CCNC(=O)C2CC(=O)NC2CCCCCC2)cc1 (centres undefined)
 : -24%	-17%	-32%[inhibitor]	i	1%	5%	?	3%
> CCN(CC)S(=O)(=O)c1ccc(OC)c(NC(=O)c2cn(CC)c3nc(C)ccc3c2=O)c1
 : -9%	18%	?	i	-1%	-2%	-24%	6%
> COc1cccc(NC(=O)CN2C(=O)NC(CCc3ccccc3)C2=O)c1 (centres undefined)
 : 0%	5%	1%	-10%	-4%	1%	-15%	10%

Source: PubChem (National Center for Advancing Translational Sciences (NCATS))
